Compound activity (PubChem BioAssay)
ARNT TACC3 PPI – disruptors of human ARNT/TACC3 interaction; Q9Y6A5; AlphaScreen His-ARNT PAS-B/GST-TACC3 binding, luminescence; TACC3 fragment carries E629A point mutation; inhibition, % at 9.99 µM; 390,000 compounds, 0.66% hits;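 active = mean inhibition of replicates at least 50% and at least half of replicates each reaching 50%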;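 note: 0% = complete ARNT plus TACC3 wells and 100% = ARNT alone without TACC3; many hits fall short of the cut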
SIRT5 block – inhibitors of human sirtuin-5 desuccinylase; 330,000 compounds, 1.1% hits; AID 652115; Purified SirT5, succinyl-peptide AMC, trypsin-coupled fluorescence; inhibition, % at 15 µM; in the data active = inhibition above about 15%
Target sequence (Q9NXA8 whole entry, looked up): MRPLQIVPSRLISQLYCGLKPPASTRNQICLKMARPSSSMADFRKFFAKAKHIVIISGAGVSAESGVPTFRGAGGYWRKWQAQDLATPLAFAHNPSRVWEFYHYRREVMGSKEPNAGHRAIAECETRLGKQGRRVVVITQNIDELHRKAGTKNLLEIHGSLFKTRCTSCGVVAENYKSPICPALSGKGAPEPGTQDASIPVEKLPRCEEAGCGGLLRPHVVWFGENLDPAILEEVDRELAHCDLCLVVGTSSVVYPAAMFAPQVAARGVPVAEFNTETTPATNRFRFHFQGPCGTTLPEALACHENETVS
Cneo AK release – causes C. neoformans cell lysis; 360,000 compounds, 0.2% hits; AID 651654; adenylate kinase release luminescence, 4 h; normalised: neutral wells 0, clomiphene wells 100; lysis activity, % at 15 µM;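 active = mean lysis activity across replicates of at least 80%, whatever share of replicates individually reach that level; inactive = mean lysis activity below 80%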
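Material – Cryptococcus neoformans yeast cells · Quantity – 5 × 10^6 yeast cells/mL · Buffer or medium – YPD medium · Compound – single dose · Timing – 4 h static compound exposure, 37 °C, read 1 h post-reagent · Signal – adenylate kinase release luminescence · Read-out basis – lysis from increased AK signal · Benchmarks – Clomiphene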
ERp5 block – ERp5 (human) disulfide isomerase inhibition. Q15084. ERp5 insulin aggregation, absorbance 650 nm, 90 min. inhibition, % at 9.99 µM. 350,000 compounds, 0.05% hits. AID 651711;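 active = mean replicate inhibition above about 25%, with every replicate also reaching it, limit read from the data, passing the limit was not always enough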
Target sequence (Q15084 whole entry, looked up): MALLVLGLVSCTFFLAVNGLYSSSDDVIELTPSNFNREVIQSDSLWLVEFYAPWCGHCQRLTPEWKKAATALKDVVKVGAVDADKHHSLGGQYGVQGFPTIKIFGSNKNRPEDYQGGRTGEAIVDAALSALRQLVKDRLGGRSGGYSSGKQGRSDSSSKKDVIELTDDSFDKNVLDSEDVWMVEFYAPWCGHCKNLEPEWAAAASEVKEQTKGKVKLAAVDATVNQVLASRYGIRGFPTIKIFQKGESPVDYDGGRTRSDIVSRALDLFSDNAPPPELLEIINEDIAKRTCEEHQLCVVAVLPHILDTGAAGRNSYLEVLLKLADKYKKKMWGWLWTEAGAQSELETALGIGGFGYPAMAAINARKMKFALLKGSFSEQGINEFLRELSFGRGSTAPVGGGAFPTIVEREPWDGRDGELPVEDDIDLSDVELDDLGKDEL
An asterisk follows results filed as active. This is a subset. The share of hits here may be higher or lower than overall.

`CC(=O)Nc1nc(-c2cc([N+](=O)[O-])cs2)cs1` gave ARNT TACC3 PPI 14 and ERp5 block 1.
N#C/C(=N/Nc1ccc(OC(F)(F)F)cc1)C(N)=S was read as ARNT TACC3 PPI 16 and ERp5 block 1.
`Cc1ccc2nc(Cl)cc(=O)n2c1` gave ARNT TACC3 PPI -11 and ERp5 block 6.
Screening CN1CCC(N(C)C(=O)c2cccc(S(=O)(=O)N3CCc4ccccc43)c2)CC1 returned ARNT TACC3 PPI -8 and ERp5 block 2.
CCC(=O)OCC(=O)Nc1cc([N+](=O)[O-])ccc1OC was read as ARNT TACC3 PPI -7 and ERp5 block 2.
For COC(=O)c1sc(C(F)(F)F)c(-c2ccccc2)c1S(=O)(=O)N(C)C the results were ARNT TACC3 PPI -2 and ERp5 block 7.
`C=CCn1c(SCC(=O)c2c(N)n(C)c(=O)n(C)c2=O)nnc1-c1ccncc1` gave ARNT TACC3 PPI 4 and ERp5 block 0.
CC(C)OCCCn1c(-c2ccc(Br)cc2)c[nH]c1=S was read as ARNT TACC3 PPI 4 and ERp5 block -1.
COc1nccnc1NS(=O)(=O)c1ccc(NC(=S)NC(=O)c2ccc(F)c(F)c2)cc1 was read as ARNT TACC3 PPI 4 and ERp5 block 2.
For CCC(C)/C(C)=N/NC(=O)c1ccc(COc2ccc(Cl)c(C)c2)cc1 (stereo not drawn) the results were ARNT TACC3 PPI -1 and ERp5 block -4.
`O=C(c1ccc(OC2CCN(CCc3ccccc3)CC2)cc1)N1CCCC(CO)C1` (stereo not drawn) gave ARNT TACC3 PPI 2 and ERp5 block 4.
Screening COc1ccc(C(CNC(=O)c2ccc(S(=O)(=O)N(C)C)cc2)N2CCCCC2)cc1 (stereo not drawn) returned ARNT TACC3 PPI 3 and ERp5 block -4.
For COc1ccc(OCC(O)CNC(=O)Nc2ccc(F)cc2)cc1 (stereo not drawn) the results were ARNT TACC3 PPI -5 and ERp5 block -3.
Screening Cc1ccc(CCNC(=O)CNC(=S)N(Cc2ccccc2)Cc2cccnc2)cc1 returned ARNT TACC3 PPI 21 and ERp5 block -3.
For O=c1cc(COc2ncnc3c(Cl)cc(Cl)cc23)nc2sccn12 the results were ARNT TACC3 PPI -10 and ERp5 block -6.
Screening O=C(O)CNC(=O)/C(=C\c1cccc([N+](=O)[O-])c1)NC(=O)c1ccco1 returned ARNT TACC3 PPI -2 and ERp5 block 4.
Screening O=C(COC(=O)C1=Cc2ccccc2OC1)NCc1ccco1 returned ARNT TACC3 PPI 1 and ERp5 block 3.
`CC(=O)Nc1ccc(S(=O)(=O)N2CCCC(C(=O)O)C2)cc1` (stereo not drawn) gave ARNT TACC3 PPI 8 and ERp5 block 0.
`CC(C)(C)NNC(=S)Nc1ccc(S(=O)(=O)N2CCOCC2)cc1` gave ARNT TACC3 PPI -12 and ERp5 block 3.
For N#Cc1cc([N+](=O)[O-])ccc1NCCc1ccccn1 the results were ARNT TACC3 PPI 1 and ERp5 block 3.
For CCC(C)Nc1nnc(SCC(=O)c2c(N)n(C3CC3)c(=O)[nH]c2=O)s1 (stereo not drawn) the results were ARNT TACC3 PPI -4 and ERp5 block 0.
Screening Cc1cc(O)c(C(C)C)cc1NC(=O)Nc1ccc([N+](=O)[O-])cc1 returned ARNT TACC3 PPI 9 and ERp5 block -8.
`O=C(c1ccc(S(=O)(=O)c2cccc(Cl)c2)c([N+](=O)[O-])c1)N1CCN(Cc2ccccc2)CC1` gave ARNT TACC3 PPI 1 and ERp5 block 9.
Screening O=C(COC(=O)Cc1ccc(Br)cc1)NCc1cccs1 returned ARNT TACC3 PPI 3 and ERp5 block -2.

An excerpt from the list above, as a working copy:
For N#Cc1cc([N+](=O)[O-])ccc1NCCc1ccccn1 the results were ARNT TACC3 PPI 1 and ERp5 block 3.
For CCC(C)Nc1nnc(SCC(=O)c2c(N)n(C3CC3)c(=O)[nH]c2=O)s1 (stereo not drawn) the results were ARNT TACC3 PPI -4 and ERp5 block 0.
Screening Cc1cc(O)c(C(C)C)cc1NC(=O)Nc1ccc([N+](=O)[O-])cc1 returned ARNT TACC3 PPI 9 and ERp5 block -8.

Carrying on:
`N#C/C(=C/C1=C(N2CCOCC2)C(=C/c2ccc(Cl)cc2Cl)/CC1)C(=O)Nc1ccccc1F` gave ARNT TACC3 PPI 0 and ERp5 block -2.
Screening COC(=O)c1sccc1NC(=O)C1CC1 returned ARNT TACC3 PPI -8 and ERp5 block 2.
For COc1ccccc1CNC(=O)CN1C(=O)CSc2ccc(S(=O)(=O)N3CCCC3)cc21 the results were ARNT TACC3 PPI -20 and ERp5 block 3.
`Cc1ccsc1/C=N/NC(=O)C1CC(=O)N(c2ccccc2)C1` (stereo not drawn) gave ARNT TACC3 PPI 1 and ERp5 block -2.
CCN(CC)CCSc1nc(O)c(Cc2ccccc2)c(=O)n1-c1ccccc1 was read as ARNT TACC3 PPI 11 and ERp5 block 2.
Screening COc1ccccc1CCc1nnc(CCC(=O)NC(C)Cc2cccnc2)o1 (stereo not drawn) returned ARNT TACC3 PPI -3 and ERp5 block 5.
Cc1ccc(C)c(OCC(=O)Nc2c[nH]c(=O)[nH]c2=O)c1 was read as ARNT TACC3 PPI 1 and ERp5 block 7.
Screening COc1ccc(N2CCN(C(=O)c3ccc(N(C)S(=O)(=O)c4ccc(C)cc4)cc3)CC2)cc1 returned ARNT TACC3 PPI -2 and ERp5 block -1.
`Cc1nn(-c2ccccc2)c(N)c1C1(O)C(=O)Nc2ccccc21` (stereo not drawn) gave ARNT TACC3 PPI -1 and ERp5 block -4.
Screening O=S(=O)(NCC1CCCO1)c1ccc(-c2ccc(Cl)cc2)cc1 (stereo not drawn) returned ARNT TACC3 PPI -5 and ERp5 block 1.
For Cc1ccc(-c2c[n+](Cc3ccc(Cl)cc3)c3n2CCC3)cc1 the results were ARNT TACC3 PPI -10 and SIRT5 block 40*.
Screening O=C(NCC1CCN(S(=O)(=O)c2ccccc2)CC1)Nc1ccc(F)cc1F returned ARNT TACC3 PPI -1 and SIRT5 block 0.
`Cc1cccc(N2C(=O)C(O)=C(C(=O)c3cccs3)C2c2ccc(C(C)C)cc2)n1` (stereo not drawn) gave ARNT TACC3 PPI 3 and SIRT5 block -4.
Screening CN1CCN(c2nc3ccccn3c(=O)c2/C=C(\C#N)S(=O)(=O)c2ccccc2)CC1 returned ARNT TACC3 PPI 1 and SIRT5 block -2.
CN1CCN(CCC(=O)Nc2cccc(Br)c2)CC1 was read as ARNT TACC3 PPI -3 and SIRT5 block -5.
For O=c1n(Cc2ccccc2Cl)nc2n1-c1ccccc1SC2 the results were ARNT TACC3 PPI -31 and SIRT5 block -5.
Screening CC1(C)CC(=O)C2=C(C1)Nc1ccccc1[S@]2=O returned ARNT TACC3 PPI -6 and SIRT5 block 16*.
Screening O=C(NCCCN1CCOCC1)c1cnccn1 returned ARNT TACC3 PPI -5 and SIRT5 block -1.
COC(=O)c1cc(-c2ccc(S(=O)(=O)N3CCCC3)cc2)c(C(F)(F)F)s1 was read as ARNT TACC3 PPI 2 and SIRT5 block -2.
For COC(=O)C(=Cc1ccc(-c2ccsc2C(=O)OC)o1)C(=O)OC the results were ARNT TACC3 PPI -2 and SIRT5 block -4.
`CN1CCN(c2c(F)cc3c(=O)c(C(=O)O)cn4c3c2OCN4C)CC1` gave ARNT TACC3 PPI 4 and SIRT5 block -6.
For Cc1nn(C)c(NC(=O)c2ccc([N+](=O)[O-])cc2)c1Cl the results were ARNT TACC3 PPI 5 and SIRT5 block -3.
`Cc1cc(C)n2ncc(/C(N)=N/OC(=O)c3ccccc3F)c2n1` gave ARNT TACC3 PPI -1 and SIRT5 block -2.
Screening COc1ccc(CN=C(C#N)C2=C(O)c3ccccc3C2=O)cc1 returned ARNT TACC3 PPI 27 and SIRT5 block -3.

Molecules shown so far that have bromine, in the order listed:
CC(C)OCCCn1c(-c2ccc(Br)cc2)c[nH]c1=S was read as ARNT TACC3 PPI 4 and ERp5 block -1.
Screening O=C(COC(=O)Cc1ccc(Br)cc1)NCc1cccs1 returned ARNT TACC3 PPI 3 and ERp5 block -2.
CN1CCN(CCC(=O)Nc2cccc(Br)c2)CC1 was read as ARNT TACC3 PPI -3 and SIRT5 block -5.

The listing continues.
Screening Cc1ccc(C(=O)NC(=S)N(C)Cc2ccccc2)cc1 returned ARNT TACC3 PPI -1 and SIRT5 block -2.
For Cc1ccccc1C(=O)N1CCN(C(c2ccccc2)c2ccccc2)CC1 the results were ARNT TACC3 PPI -3 and SIRT5 block 0.
For COc1ccc(/C=C2\C(=O)c3ccccc3OC2c2ccccc2)cc1 (stereo not drawn) the results were ARNT TACC3 PPI -16 and SIRT5 block -13.
For COc1cc(/C=C2\COC/C(=C\c3cc(OC)c(OC)c(OC)c3)C2=O)cc(OC)c1OC the results were ARNT TACC3 PPI -3 and SIRT5 block -2.
CN1C(=O)C(CC(=O)Nc2ccc(F)cc2)N(NC(=O)c2cccc(F)c2)C1=S (stereo not drawn) was read as ARNT TACC3 PPI -4 and SIRT5 block -4.
Screening O=C1CC(Cc2ccccc2)C(=O)N1c1ccccn1 (stereo not drawn) returned ARNT TACC3 PPI 18 and SIRT5 block 1.
CN(NC(=O)c1ccc(Cl)cc1)c1ncc(C(F)(F)F)cc1Cl was read as ARNT TACC3 PPI 3 and SIRT5 block -7.
Screening N#Cc1c(Nc2ccc(Cl)cc2)s[nH]c1=O returned ARNT TACC3 PPI 25 and SIRT5 block -2.
`Cc1nn(-c2ccccn2)c(N)c1N=O` gave ARNT TACC3 PPI 15 and SIRT5 block 6.
CC(/C=N/Nc1ccc2nncn2n1)=C\c1ccccc1 was read as ARNT TACC3 PPI -2 and SIRT5 block 2.
`Cc1ccc(C(=O)NC(C)c2ccc(C)c(C)c2)s1` (stereo not drawn) gave ARNT TACC3 PPI 5 and SIRT5 block -6.
Screening S=c1[nH]nc(-c2ccc(Cl)cc2)n1/N=C/c1ccco1 returned ARNT TACC3 PPI -3 and SIRT5 block -1.
`CNC(=O)/C(C#N)=C1/SC(Cc2ccc(F)cc2)C(=O)N1c1ccccc1` (stereo not drawn) gave ARNT TACC3 PPI 4 and SIRT5 block -4.
`Fc1ccc(N2CCN(Cc3cn[nH]c3-c3ccccc3)CC2)cc1` gave ARNT TACC3 PPI -2 and SIRT5 block 1.
Cc1ccc(C(=O)N/C(=C\c2cn(C)c3ccccc23)C(=O)OCCN(C)C)cc1 was read as ARNT TACC3 PPI 9 and SIRT5 block -3.
CN(N=Cc1ccccc1O)c1ccc2ccccc2n1 was read as Cneo AK release -3 and ERp5 block -7.
Screening CC1(C)Oc2cc3oc(C(=O)O)cc(=O)c3cc2-c2ccccc21 returned Cneo AK release 2 and ERp5 block -4.
For Cc1ccc(F)cc1-c1nc(NCC2CC2)nc2ccsc12 the results were Cneo AK release 1 and ERp5 block -8.
`CN1CCN(c2cc(-c3cccc(C(=O)O)c3)nc3ccnn23)CC1` gave Cneo AK release -3 and ERp5 block 0.
Screening S=c1[nH]nc(NC2CCCCC2)s1 returned Cneo AK release 0 and ERp5 block 1.
`COc1cc2c(cc1N)-c1ccc(N)cc1C2=O` gave Cneo AK release 0 and ERp5 block -7.
Screening CCN(C(=S)Nc1cccc2ccccc12)c1ccccc1 returned Cneo AK release 4 and ERp5 block 1.
`COC(=O)C1(C)CCCC2(C)C1CCC13OCC(CC21)C(O)(C(C)C)C3O` (stereo not drawn) gave Cneo AK release 0 and ERp5 block 4.
For NC1=CC(=O)C(=O)c2cccnc21 the results were Cneo AK release -2 and ERp5 block 6.

Some of these compounds in order of length of the SMILES, descending:
`CNC(=O)/C(C#N)=C1/SC(Cc2ccc(F)cc2)C(=O)N1c1ccccc1` (stereo not drawn) gave ARNT TACC3 PPI 4 and SIRT5 block -4.
Screening CC1(C)Oc2cc3oc(C(=O)O)cc(=O)c3cc2-c2ccccc21 returned Cneo AK release 2 and ERp5 block -4.
`Fc1ccc(N2CCN(Cc3cn[nH]c3-c3ccccc3)CC2)cc1` gave ARNT TACC3 PPI -2 and SIRT5 block 1.

Carrying on:
`c1cnc(NCCSSCCNc2ncccn2)nc1` gave Cneo AK release 0 and ERp5 block -2.
For CN1CCN(c2ccc(CNC(=O)C3Cc4c(-c5ccc(Cl)cc5)ccnc4O3)cc2)CC1 (stereo not drawn) the results were Cneo AK release 3 and ERp5 block -3.
`CCN(CCCNc1cc2c(c(N)c1S(=O)(=O)O)C(=O)c1ccccc1C2=O)c1ccccc1` gave Cneo AK release -2 and ERp5 block 6.
COCC(=O)N1[C@H](CO)[C@H](c2ccccc2)C12CN(C(=O)c1ccccc1)C2 was read as SIRT5 block -1 and ERp5 block 0.
Screening Nc1nc(SCC(=O)c2cc3ccccc3o2)n[nH]1 returned SIRT5 block 2 and ERp5 block -5.
`C[C@@H]1CN([C@H](C)CO)C(=O)c2cc(NC(=O)CCCCCC(=O)Nc3ccccc3N)ccc2O[C@H]1CN(C)S(=O)(=O)c1cn(C)cn1` gave SIRT5 block -3 and ERp5 block 2.
`Nc1c(C(=O)NCCc2ccc(Cl)cc2)sc2ccc(S(=O)(=O)N3CCCCC3)cc12` gave SIRT5 block -1 and ERp5 block 2.
For O=[N+]([O-])c1ccc(N2CCCCC2)c(-c2nn[nH]n2)c1 the results were SIRT5 block 0 and ERp5 block 0.
